# Luc counter = counter-screen: inhibitors of Kinase-Glo firefly luciferase; Q27757; Kinase-Glo luciferase, ATP luminescence, 8 min; Potency, µM (titrated, usually from 38.3 µM), for inactives: top-dose activity change, negative = inhibition, most hits filed as inhibitors; 200,000 tested, 0.28% active; AID 1379; note: potency is the fitted concentration of half-maximal effect; % is set by controls: 0 for no effect and ±100 for the full control effect; nearly all actives have a fitted effect of over 60% in size
#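 Light output from Kinase-Glo luciferase with luciferin and 10 uM ATP in 50 mM imidazole pH 7.2, KCl, MgCl2, Tween 20, BSA; compound pin-delivered, 8-min ambient incubation, then luminescence read.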
# HTT cytoprotect = Huntington cell model cytoprotection by ATP luminescence. PC12 HTT-Q103 induced, cytoprotection, ATP luminescence, 40 h. Potency, µM (doses to about 56.4 µM), without a hit: cytoprotection (ATP increase), usual class: activators. 230,000 tested, 0.14% active;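 note: potency is the fitted concentration of half-maximal effect; % of control where 0% means no effect; nearly all actives have a fitted effect of over 45% in size; toxic huntingtin expression switched on by the ecdysone agonist tebufenozide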
#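 PC12 cells stably carrying ecdysone-inducible Htt exon 1 (Q103)–GFP were induced with 100 nM tebufenozide (final) alongside library compounds in a dose series. Cytoprotection was scored as retained ATP by ATPlite luminescence.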
# CBFb RUNX1 block = inhibitors of human CBF-beta and RUNX1 interaction | AID 1477 | 230,000 tested, under 10 active | Q01196+Q13951 | AlphaScreen CBFb-His/RUNX1-biotin binding, biochemical | Potency, µM (top dose mostly 59.8 µM), for the others: top-dose activity, negative = inhibition, hits mostly inhibitors; note: % of control where 0% means no effect
# Target sequence (Q01196 whole entry, looked up): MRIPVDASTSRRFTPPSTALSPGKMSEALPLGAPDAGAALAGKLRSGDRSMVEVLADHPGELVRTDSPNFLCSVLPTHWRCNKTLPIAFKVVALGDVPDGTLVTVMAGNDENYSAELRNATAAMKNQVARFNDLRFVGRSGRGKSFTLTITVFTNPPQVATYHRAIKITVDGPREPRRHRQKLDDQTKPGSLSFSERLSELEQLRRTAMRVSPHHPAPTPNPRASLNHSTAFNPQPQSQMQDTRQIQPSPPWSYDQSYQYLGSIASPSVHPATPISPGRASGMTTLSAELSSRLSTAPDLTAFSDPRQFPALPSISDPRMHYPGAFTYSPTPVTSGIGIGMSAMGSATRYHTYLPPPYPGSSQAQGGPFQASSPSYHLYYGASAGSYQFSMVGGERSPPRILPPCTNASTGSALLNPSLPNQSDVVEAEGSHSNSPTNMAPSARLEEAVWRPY
# Target sequence (Q13951 whole entry, looked up): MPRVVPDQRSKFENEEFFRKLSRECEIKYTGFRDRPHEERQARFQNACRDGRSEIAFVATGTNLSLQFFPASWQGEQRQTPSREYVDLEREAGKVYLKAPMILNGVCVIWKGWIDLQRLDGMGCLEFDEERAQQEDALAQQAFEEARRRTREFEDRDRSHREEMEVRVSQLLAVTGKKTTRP
#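 AlphaScreen proximity signal reports loss of binding between His-tagged CBF-beta and biotin-labelled RUNX1, each at 30 nM. Proteins are pre-associated for 20 minutes, compounds added for 15 minutes, then beads for 90 minutes, all at ambient temperature.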
# IMPase Li inh = IMPase inhibition in cells with lithium potentiation | CHO-M1 cells, IP1 TR-FRET (IP-One), carbachol + lithium | Potency, µM (doses to about 59.4 µM), inactives show at the top dose activity, negative = IMPase inhibition, actives largely listed as inhibitors | 210,000 tested, 0.35% active;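 note: IP1 builds up when IMPase is blocked and the TR-FRET signal falls; potency is the fitted concentration of half-maximal effect; plate controls were basal vehicle for no effect and high inhibitor control for full effect; nearly all actives have a fitted effect of over 50% in size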
#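 Test compounds were applied to CHO-M1 cells previously cultured for 16–30 h at 2000 per well. A small lithium amount accompanied them; after 30 min at 37C, IP1 was quantified by TR-FRET.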
# LMNA splice mod = LMNA splicing modulation | HeLa LMNA splicing GFP/RFP minigene ratio, 48 h | Potency, µM (doses to about 46.1 µM), for the others: top-dose ratio change, negative = inhibition, most hits filed as inhibitors | 200,000 tested, 0.01% active | AID 1487; active = well fitted inhibition curve with a large enough effect in the signal ratio, with a control signal flat, not every such curve was filed as active; inconclusive = small, poorly fitted or top-dose-only effect, or effect the other way, or a change in a side signal; the % refers to the signal ratio; note: potency is the fitted concentration of half-maximal effect; % is set by controls: 0 for no effect and ±100 for the full control effect
#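 S3 HeLa cells stably expressing lamin A-EGFP splicing minigene plus DsRed2, 600 cells/well, 48 h compound exposure at 37C. Laser-scanning cytometry; analysed as GFP (500-530 nm)/RFP (575-640 nm) total intensity ratio; 0.5% DMSO vehicle.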
# HTT aggregate = mutant huntingtin aggregation inhibition; PC12 HttQ103-GFP aggregates, Acumen cytometry, 40 h; Potency, µM (series often up to 46.1 µM), without a hit: at the highest dose activity change, negative = inhibition, hits mostly inhibitors; 220,000 tested, 1.1% active; note: potency is the fitted concentration of half-maximal effect; % is set by controls: 0 for no effect and ±100 for the full control effect; nearly all actives have a fitted effect of over 60% in size
#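 Steps: seed 1500 PC12 HTTQ103-GFP cells/well; add tebufenozide, 100 nM final; add compound titration; add ATPLite reagent; quantify GFP aggregates by laser scanning cytometry.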
# SMN2 splice enh = enhancers of SMN2 splice variant expression. AID 1458. Potency, µM (series often up to 46.1 µM), inactives show at the top dose activity change, positive = activation, most hits filed as activators. HEK293 SMN2-luciferase splicing reporter, luminescence, 30-36 h. 210,000 tested, 2.8% active; note: potency is the fitted concentration of half-maximal effect; % of control where 0% means no effect; nearly all actives have a fitted effect of over 55% in size
#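 HEK293 cells carry an SMN2 minigene-luciferase reporter in which exon 7 inclusion puts luciferase in frame. Cells were seeded at 2000 cells/well, attached for 10-12 hours, then exposed to compounds for 30-36 hours at 37C before ONE-Glo luminescence.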
# The depositor's hits bear a star; ? = inconclusive; . = not tested or not shown; & = joins results of further samples; [ ] = another dose, or the depositor's remark. Unless noted, calls come from the whole dose curve; as a rule, active = well fitted curve in the direction sought with a large enough effect; inconclusive = small, poorly fitted or top-dose-only effect, or another doubt; inactive = no such curve, though single readings can be large; an effect the other way counts as inactive or inconclusive. This is a random part of the collection; about 4% have a hit in one of these screens.
# Every second line gives: Luc counter	HTT cytoprotect	CBFb RUNX1 block	IMPase Li inh	LMNA splice mod	HTT aggregate	SMN2 splice enh
- CCOc1ccccc1NC(=O)CCSc1nc2n[nH]c(C)c2c(=N)n1-c1ccccc1Cl
 : 0%	-12%	0%	-178%[38.3 µM]	8%	22%	-13%
- Cc1nc2ccc(F)cc2cc1C(=O)NCC1CCCO1 (centres undefined)
 : -3%	16%[10 µM]	6%	5%	-15%	-18%	3%
- O=C(O)Cn1cnc2sc3c(c2c1=O)CCCC3
 : 1%	40%[10 µM]	5%	5%	2%[46 µM]	7%[9.22 µM]	.
- COc1ccc(/C=N/Nc2ncc(-c3ccccc3)cn2)c(OC)c1
 : -1%	10%[10 µM]	14%	5%	-8%	9%	-25%
- COc1cccc(C2N(c3ccc(Cl)cc3)C(=O)C3CCCN32)c1 (centres undefined)
 : 1%	-22%[10 µM]	3%	11%	0%	-9%	28%
- COC(=O)COc1ccc(S(=O)(=O)NCc2ccncc2)cc1
 : 0%	-18%[0.074 µM]	-11%	23%[38.3 µM]	?	7%	-62%[inhibitor]
- CCn1cc(C(=O)NCc2ccc3c(c2)OCO3)c(=O)c2cc(S(=O)(=O)N3CCOCC3)ccc21
 : 0%	-13%[0.074 µM]	0%	3%[38.3 µM]	8%	-5%	?
- Cc1cc(NC(=O)CC2(CC(=O)O)CCCC2)n(C)n1
 : .	19%[10 µM]	11%	.	.	19%[9.22 µM]	.
- COc1ccc(-c2noc(CSc3nc(-c4ccccc4)cc(=O)[nH]3)n2)cc1
 : -5%	24%[10 µM]	0%	1%[38.3 µM]	6%	?	-10%
- O=C(COc1ccc(S(=O)(=O)N2CCCCC2)cc1)NCc1ccccn1
 : -3%	-18%[10 µM]	4%	0%	-8%[46 µM]	-19%[9.22 µM]	.
- O=C(Cn1cnc2ccc(Cl)cc2c1=O)c1cccs1
 : 0%	-41%[inhibitor]	1%	-14%[38.3 µM]	-1%	14%	-3%
- CCSc1nnc(NC(=O)COc2ccc(Cl)cc2)s1
 : 1%	-9%	3%	3%	17%[46 µM]	13%	11%
- C=CCNC(=S)N1CCC(C(=O)c2ccc3c(c2)OCCO3)CC1
 : -6%	4%[10 µM]	-7%	4%	.	-5%[9.22 µM]	.
- S=c1[nH]nc(CSCCOc2ccccc2)o1
 : .	11%[10 µM]	7%	.	10%[46 µM]	-10%[9.22 µM]	.
- CCCn1c(=O)c2ccccc2n2c(SCC(=O)N3CCc4ccccc4C3)nnc12
 : -1%	2%[10 µM]	0%	-1%	0%	-8%	-4%
- COc1cccc(CN(C)CC(=O)NCc2ccccc2Cl)c1
 : 9%	-8%[1.9 µM]	-21%	-6%	?	4%	-37%[inhibitor]
- CCOC(=O)/C(C#N)=C/C=C1\C=Cc2ccccc2N1CC
 : -13%	-32%	-16%	35%[activator]	.	0%	-20%
- O=C(CN1C(=O)S/C(=C\C=C\c2ccccc2)C1=O)N1CCOCC1
 : .	10%[10 µM]	4%	.	.	6%[9.22 µM]	.
- Cn1c(SCc2nc(-c3cccs3)no2)nnc1C1CCCCC1
 : 2%	5%[0.074 µM]	-1%	3%[38.3 µM]	-3%	2%	-11%
- CCc1nc(SCC(=O)NCCc2ccccc2)c2oc3ccccc3c2n1
 : -4%	-21%	1%	1%[38.3 µM]	14%	3%	-15%
- O=C(CSc1nnc(-c2ccccc2Cl)o1)Nc1ccccn1
 : 2%	-39%[10 µM]	8%	2%	.	18%[9.22 µM]	.
- CCCSC1=C(C#N)C2(CCCCC2)C(C#N)=C(N)N1
 : 0%	-12%[10 µM]	0%	22%	.	1%[9.22 µM]	.
- Cc1ccc(C(=O)CSc2nn3c(=O)c(C(C)(C)C)nnc3s2)cc1
 : -4%	11%	-4%	?	6%	6%	-42%
- Cn1nnnc1SCC(=O)C(C)(C)C
 : -7%	-10%	-2%	-10%	.	-1%	9%
- COC(=O)c1ccc(CNC(=O)COC(=O)CCC2CCCC2)cc1
 : 4%	14%[10 µM]	-14%	6%	-12%	-7%	-15%
- CNC[C@H](O)[C@H](O)[C@H](O)[C@H](O)CO
 : -1%[17.1 µM]	1%[40.3 µM]	-6%[21.7 µM]	-3%	2%	.	7%[20.6 µM]
- COc1ccc(NC(=O)COC(=O)c2c(F)cccc2Cl)cc1OC
 : -1%	-11%	10%	0%	.	-14%	13%
- COC(=O)NC(CCc1ccccc1)C(C(=O)OC)C(=O)OC (centres undefined)
 : -6%	-55%	18%	22%	.	.	-2%
- CC1CCCN(Cc2c(O)ccc3c2O/C(=C\c2ccco2)C3=O)C1 (centres undefined)
 : 2%	.	14%	3%	-7%	16%	8%
- OCCN=C1CCCc2c1[nH]c1ccc(Cl)cc21
 : .	35%[10 µM]	4%	.	.	15%[9.22 µM]	.
- COc1ccc(Nc2nc(N)nc(CSC(=S)N3CCN(c4ccccc4)CC3)n2)cc1
 : 0%	8%[10 µM]	?	9%	?	?	-33%[inhibitor]
- CCc1c(C#N)c(SCc2c(C)noc2C)nc2c1C(=O)CC(C)(C)C2
 : 1%	.	-1%	16%	?	?	-1%
- COc1ccc(/C=C2\SC(=S)N(CC(=O)NCCO)C2=O)cc1
 : 0%	-45%	-16%	12%	.	0%	-13%
- COc1ccc(NC(=O)N2CCCC2C(=O)Nc2ccccc2)cc1 (centres undefined)
 : 2%	15%	4%	-6%[38.3 µM]	5%	-9%	-20%
- CCCCc1nc2ccccc2c(NC(=O)CN2CCCC2)c1CCC
 : 1%	2%[10 µM]	1%	6%	-7%	4%	14%
- C=CCn1c(N)c(C(=O)N2CCN(C)CC2)sc1=S
 : 1%	-2%	4%	15%[38.3 µM]	-7%	-17%	?
- Cc1cccc(-n2ncc3c(NCCN4CCOCC4)ncnc32)c1
 : 0%	-28%	18%	10µM*	-7%	2%	-9%
- NC(=O)c1ccccc1NC(=O)Nc1cccc(Cl)c1Cl
 : 0%	.	7%	-6%	?	-11%	5%
- Cc1ccc(OCC(=O)N2CCN(C3=NS(=O)(=O)c4ccccc43)CC2)cc1
 : 4%	19%	0%	19%[38.3 µM]	4%	-15%	?
- COc1ccc(/C=C/C(=O)Nc2ccc(NC(C)=O)cc2)cc1S(=O)(=O)N1CCOCC1
 : .	13%[10 µM]	9%	.	.	-1%[9.22 µM]	.
- C/C(=N\NC(=O)c1ccc([N+](=O)[O-])c(C)c1)c1ccccc1Cl
 : 12%	.	7%	-8%	-6%	4%	23%
- S=C(NCc1ccncc1)NC1CCCCC1
 : 4%	-12%	5%	-6%	.	-9%	1%
- Cc1ccc(Sc2c(C)nn(C(=O)CNS(=O)(=O)c3ccc(F)cc3)c2C)cc1
 : 0%	8%[10 µM]	3%	11%	-6%	-31%	-2%
- CC(C)C(C(=O)OCC(=O)c1ccc2c(c1)NC(=O)CO2)N1C(=O)c2ccccc2C1=O (centres undefined)
 : 2%	-2%	14%	20%[38.3 µM]	-2%	-2%	11%
- CC(C)COc1ccc(C(=O)CCN2CCCCC2)cc1
 : 0%	-31%	9%	13%[38.3 µM]	?	-8%	-21%
- CCCc1cc(=O)c2ccc(OCC(C)=O)cc2o1
 : .	21%[10 µM]	7%	.	.	20%[9.22 µM]	.
- Cc1nc2ccc(S(=O)(=O)Nc3cc(-c4nc5cccnc5s4)ccc3C)cc2s1
 : 0%	.	-3%[2.36 µM]	-9%	?	1%	16µM*
- CCN1CC(CN(C)Cc2nc(COc3ccccc3)no2)CC1=O (centres undefined)
 : 4%	-1%[10 µM]	-2%	3%	21%[46 µM]	-10%[9.22 µM]	.
- CCOC(=O)C(C)(C)Oc1ccc(Cl)cc1
 : -4%	-3%	9%&-5%&-10%&-12%	33%&-10%&1%&-3%[activator]	-9%&3%	-19%	24%&3%&12%
- Cc1ccccc1NC(=S)N1CCCC1
 : 3%	8%[10 µM]	-2%	-2%	1%	0%	-17%
- CCCCNC(=O)CCNC(=O)c1ccc(C(C)(C)C)cc1
 : 5%	10%	6%	26%[38.3 µM]	11%	10%[9.22 µM]	12%
- N#Cc1cc([N+](=O)[O-])ccc1Oc1cccc(/C=N/NC(=O)c2ccc(Cl)cc2)c1
 : -4%	15%	2%	38%[activator][38.3 µM]	?	?	-79%[inhibitor]
- CCOc1ccc(C2=CS/C(=C(\C#N)c3nnc4n3CCCCC4)N2CC)cc1
 : 3%	16%[10 µM]	-2%	17%[38.3 µM]	?	-31%	.
- COC(=O)Cn1cc(C(=O)OC)cc(Br)c1=O
 : -3%	9%	4%	2%[38.3 µM]	3%	-9%	4%
- Cc1ccc2nc(C)c(C(=O)N/N=C/c3ccccc3[N+](=O)[O-])cc2c1
 : 1%	.	-2%	1%	7%	24%	5%
- CCn1c(SCC(=O)OC)nc2sc3c(c2c1=O)CCC3
 : -2%	-22%	-18%	10%[38.3 µM]	8%	10%	-12%
- O=C(CCCCCn1c(SCC(=O)c2ccccc2)nc2ccccc2c1=O)NCc1ccco1
 : -2%	-5%	-5%	-14%[38.3 µM]	?	23%	-10%
- Cc1cc(C)c(S(=O)(=O)Nc2c(C)[nH]c(=O)[nH]c2=O)c(C)c1
 : 0%	8%	3%	5%[38.3 µM]	-25%	6%	-8%
- CC(=O)NNc1cc(N2CCOCC2)nc(N2CCOCC2)n1
 : -1%	7%	-10%	14%	.	17%	2%
- CCOC(=O)C1=C(C)N(C)C(=S)NC1c1ccc(Cl)cc1Cl (centres undefined)
 : 5%	12%[0.074 µM]	-8%	19%	?	14%	5%

# Next part
# Every second line gives: Luc counter	HTT cytoprotect	CBFb RUNX1 block	IMPase Li inh	LMNA splice mod	HTT aggregate	SMN2 splice enh
- O=C(O)C(C/C(=N/O)c1ccc(Br)cc1)P(=O)(c1ccccc1)c1ccccc1 (centres undefined)
 : .	4%[10 µM]	8%	.	.	-10%[9.22 µM]	.
- Cc1ccccc1Cn1c(CN2CCc3ccccc3C2)nc2c1c(=O)n(C)c(=O)n2C
 : 4%	6%[10 µM]	-9%	11%	?	-1%	-39%[inhibitor]
- CC(C)n1cnc2c(NCc3ccc(S(N)(=O)=O)cc3)nc(NCc3ccc(S(N)(=O)=O)cc3)nc21
 : .	3%[10 µM]	-12%	.	.	-37%[9.22 µM]	.
- CC(=O)COc1ccc(-c2csnn2)cc1
 : .	3%[10 µM]	1%	.	.	11%[9.22 µM]	.
- Cc1cccc(N2CCN(C(=O)c3cc(=O)[nH]c4ccccc34)CC2)c1C
 : -2%	-8%	-15%	0%	.	15%	-4%

# High-throughput results from PubChem BioAssay.
